Assay outcomes as filed in PubChem BioAssay.
APE1 inh – APE1 (human) endonuclease inhibition | P27695 | recombinant APE1, TAMRA/BHQ-2 abasic DNA cleavage fluorescence | Potency, µM (highest dose often 65.8 µM), for inactives: top-dose activity change, negative = inhibition, actives largely listed as inhibitors | actives 0.35% (n = 350,000) | AID 2517;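 further: plate controls were vehicle for no effect and reference inhibitor for full effect; nearly all actives have a fitted effect of over 55% in size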
Target sequence (P27695 whole entry, looked up): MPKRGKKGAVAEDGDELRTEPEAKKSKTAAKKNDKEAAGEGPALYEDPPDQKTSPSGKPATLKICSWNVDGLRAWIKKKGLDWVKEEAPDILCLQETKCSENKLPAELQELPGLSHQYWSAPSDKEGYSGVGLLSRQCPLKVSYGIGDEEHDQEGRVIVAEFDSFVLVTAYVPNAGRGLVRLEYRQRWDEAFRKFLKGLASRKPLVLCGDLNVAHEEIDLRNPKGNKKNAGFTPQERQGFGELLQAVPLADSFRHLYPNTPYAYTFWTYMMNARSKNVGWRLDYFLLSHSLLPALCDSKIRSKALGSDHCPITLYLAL
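Measures dequenching upon AP-site incision of a 5'-TAMRA/3'-BHQ-2 THF-containing duplex, 50 nM; human APE1 0.75 nM after 15 min room-temperature exposure to compound; kinetic three-point read at one-minute spacing.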
BAZ2B block – blocks human BAZ2B; actives 4.4% (n = 360,000); AlphaScreen BAZ2B-H3K14Ac peptide displacement; Potency, µM (top dose mostly 114 µM), without a hit: top-dose activity change, negative = inhibition, hits mostly inhibitors; further: on the % scale 0 is the no-effect control and ±100 the full control effect; nearly all actives have a fitted effect of over 60% in size
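BAZ2B 50 nM plus b-H3(5-23)K14Ac 50 nM, PBS pH 7.4/0.01% Tween-20, 30 min RT; compound added (max 110 uM), 30 min RT; streptavidin donor/Ni-chelate acceptor beads 10 ug/mL final, 20 min dark; AlphaScreen read.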
JMJD2A Tudor – inhibitors of human JMJD2A Tudor domain; actives 4.4% (n = 390,000); Potency, µM (doses to about 114 µM), inactives show at the highest dose activity change, negative = inhibition, most hits filed as inhibitors; AlphaScreen JMJD2A-Tudor / H3K4me3 peptide binding; O75164; AID 504339; further: on the % scale 0 is the no-effect control and ±100 the full control effect; nearly all actives have a fitted effect of over 50% in size
Pol iota inh – blocks human DNA polymerase iota activity; Pol iota fluorescent replication assay, 10 min; Q9UNA4; Potency, µM (titrated, usually from 115 µM), inactives show at the top dose activity, negative = inhibition, usual class: inhibitors; AID 588590; actives 1% (n = 390,000)
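Pol iota at 10 nM preincubated 15 min with compounds at room temperature; reaction started with fluorescent substrate, 50 nM final. Fluorescence read kinetically at 0 and 10 min; buffer-only wells as negative control.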
Pol beta inh – blocks human DNA polymerase beta activity | Pol beta primer extension/strand displacement, fluorescence kinetic | Potency, µM (top dose mostly 114 µM), for the others: at the highest dose activity change, negative = inhibition, most hits filed as inhibitors | actives 1.3% (n = 340,000) | AID 485314; further: on the % scale 0 is the no-effect control and ±100 the full control effect
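10 nM enzyme + cpd, 15 min RT; start with substrate 50 nM final; read 0 min and after 10 min RT. Corrected, normalized data; 4-parameter Hill curve fit.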
BLM helicase inh – blocks DNA unwinding by human BLM helicase; P54132; recombinant BLM DNA unwinding, fluorescence dequenching; Potency, µM (titrated, usually from 56.1 µM), without a hit: at the top dose activity change, negative = inhibition, hits mostly inhibitors; actives 0.2% (n = 350,000); AID 2528;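 further: plate controls were vehicle for no effect and no enzyme for full effect; nearly all actives have a fitted effect of over 35% in size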
Pol kappa inh – blocks human DNA polymerase kappa activity | purified Pol kappa, fluorescent DNA synthesis assay, 10 min | Potency, µM (top dose mostly 107 µM), inactives show top-dose activity, negative = inhibition, usual class: inhibitors | actives 0.53% (n = 400,000) | Q9UBT6; further: on the % scale 0 is the no-effect control and ±100 the full control effect
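Activity was followed as the change in fluorescence between reads at 0 and 10 min after starting the reaction with 50 nM substrate. Beforehand, 10 nM polymerase had been preincubated with compound for 15 min at room temperature.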
Pol eta inh – inhibitors of human DNA polymerase eta. Q9Y253. recombinant Pol eta, fluorescent DNA replication assay. Potency, µM (top dose mostly 114 µM), for inactives: at the highest dose activity change, negative = inhibition, hits mostly inhibitors. actives 1.2% (n = 390,000). AID 588591; further: on the % scale 0 is the no-effect control and ±100 the full control effect
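Pol eta (10 nM) was preincubated with compounds for 15 min at room temperature, after which fluorescent replication substrate (50 nM final) was added to start the reaction. Fluorescence was read kinetically at 0 and 10 min.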
G9a block – inhibitors of human histone lysine methyltransferase G9a. Q96KQ7. Potency, µM (doses to about 102 µM), inactives show at the top dose activity, negative = inhibition, actives largely listed as inhibitors. actives 8.8% (n = 350,000). G9a H3K9 monomethylation, AlphaScreen, 2 h; further: on the % scale 0 is the no-effect control and ±100 the full control effect; nearly all actives have a fitted effect of over 75% in size
Target sequence (Q96KQ7 913-1193 limits assumed): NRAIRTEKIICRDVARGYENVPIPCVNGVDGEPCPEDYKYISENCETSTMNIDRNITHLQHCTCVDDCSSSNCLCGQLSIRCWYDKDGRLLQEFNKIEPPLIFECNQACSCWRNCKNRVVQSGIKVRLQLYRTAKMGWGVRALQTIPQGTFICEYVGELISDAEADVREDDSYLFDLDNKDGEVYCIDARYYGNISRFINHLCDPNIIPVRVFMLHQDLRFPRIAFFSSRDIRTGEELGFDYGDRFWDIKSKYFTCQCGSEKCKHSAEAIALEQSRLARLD
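Signal arises when biotinylated H3K9 peptide, once monomethylated, bridges streptavidin donor and antibody-captured acceptor beads. Enzyme at 20 nM was preincubated 15 min with test compounds; peptide 500 nM and SAM 20 uM then reacted for 2 h.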
Starred values were filed as active, the others as inactive; ? = inconclusive; / = not tested or not shown; & = joins results of further samples; [ ] = dose if it differs, or a comment. The call rests on the fitted dose curve; in most records, active means well fitted curve in the direction sought with a large enough effect; inconclusive means small, poorly fitted or top-dose-only effect, or another doubt; inactive means no such curve, though single readings can be large; an effect the other way counts as inactive or inconclusive. Potency means the concentration at half of the fitted maximal effect. Some of the compounds tested (hit frequency here may not be typical).

Sequence of screens – APE1 inh | BAZ2B block | JMJD2A Tudor | Pol iota inh | Pol beta inh | BLM helicase inh | Pol kappa inh | Pol eta inh | G9a block
Cc1c(C(=O)N2CCCCC2C)sc2nc3n(c(=O)c12)CCC3 (stereo not given)
  -5% | -7% | -6% | 9% | 2% | -3% | 0% | 9% | 12%
Fc1ccc(-c2ccc(/C=N/n3cnnc3)o2)cc1
  21% | -21% | -6% | 74%[activator] | 29% | -4% | 2% | -14% | 15%
O=c1/c(=C/c2ccc(O)c([N+](=O)[O-])c2)sc2nc3ccccc3n12
  -3% | ? | 45µM* | -3% | -18% | -2% | -10% | -11% | ?
CCN(CC)S(=O)(=O)c1ccc(NC(=O)[C@@H](NC(=O)c2cc(OC)cc(OC)c2)C(C)C)cc1
  16% | -1% | -5%[11.4 µM] | 34%[activator] | -3% | -5% | -14% | -20% | -29%
CCC(C)(C)NC(=O)c1ccc2c(c1)OCCO2
  2% | -3% | 8% | 32%[activator] | -23% | -4% | -25% | -9% | 0%
N#Cc1ccccc1NC(=S)NC(=O)C1CCC1
  30% | -12% | 1% | 13% | 7% | -1% | -6% | -6% | 71µM*
Clc1ccc2c(NCc3ccco3)ncnc2c1
  ? | 2% | -17% | 18% | -12% | 2% | -4% | -14% | ?
CCn1c(=N)c(S(=O)(=O)c2ccccc2)cc2c(=O)n3ccccc3nc21
  -5% | -11% | -19% | 4% | -1% | -5% | 6% | -2% | 13%[12.7 µM]
Cc1nn(CCO)c2c1C(=O)CCC2
  2% | 6% | -7% | 21% | -27% | -7% | -5% | -19% | -11%[59 µM]
CCCCn1c(=NC(=O)c2c(-c3c(F)cccc3Cl)noc2C)c(C(=O)OCC)cc2c(=O)n3ccccc3nc21
  / | 8% | -10% | -5% | 8% | 1% | 3% | -3% | -1%[59 µM]
O=C(c1cc(=O)[nH]c2ccccc12)N1CCN(c2ccc([N+](=O)[O-])cc2)CC1
  7% | -24% | -23% | 51%[activator] | 0% | 2% | -9% | -17% | -6%
CCC1(CC)Cc2ccccc2C(=C(C#N)C#N)N1
  1% | -3% | -3% | 4% | -1% | -1% | -3% | -12% | 14%[59 µM]
Fc1ccc(-c2csc(N3CCSCC3)n2)cc1
  -3% | -7% | 0% | 97%[activator] | 12% | -3% | 2% | -16% | 2%
Cc1n[nH]c(=O)nc1N/N=C/c1ccc(O)c([N+](=O)[O-])c1
  ? | -2% | -17% | -4% | 43% | 3% | -13% | -7% | -11%
CC1CC(C)CN(C(=O)COC(=O)c2cc(S(=O)(=O)N3CCOCC3)ccc2F)C1 (stereo not given)
  17% | -4% | 3% | 43%[activator] | / | / | -8% | -11% | -25%
Cc1ccc(Cl)cc1N1CCN(Cc2nc3ccsc3c(=O)[nH]2)CC1
  -2% | -37% | -25%[11.4 µM] | 17% | 1% | -3% | -7% | -21% | 2.8µM*
CCc1ccccc1NC(=O)CSc1nnc(CC)c(CC)n1
  / | 3% | 8% | 8% | -18% | -1% | -7% | -8% | -2%[59 µM]
Cc1c(NC(=S)Nc2ccccc2C(F)(F)F)cccc1[N+](=O)[O-]
  -2% | -2% | -7% | 118%[activator] | 2%[57.1 µM] | -4% | -9% | -4% | ?
CN1CCN(S(=O)(=O)c2ccc(NC(=O)c3cccc(F)c3)cc2)CC1
  3% | 9% | 3% | 42%[activator] | 1% | -1% | -14% | ? | /
COc1ccc(/C=C2/SC(=S)NC2=O)cc1OCc1ccccc1
  -3% | -22% | -29% | 40%[activator] | 14% | -1% | -9% | ? | 9%
Cc1ccccc1C(=O)N1CCC(C(=O)N2CCCc3ccccc32)CC1
  -14% | 5% | -14% | 12% | / | / | 3% | -21% | 41%[12.7 µM]
O=C(/C=C/c1ccc(O)c(O)c1)c1ccccc1O
  -9% | 40µM* | 3.5µM* | ? | 0% | -6% | -14% | ? | 13µM*
COc1ccc(NC(=O)c2cccc(S(=O)(=O)N3CCOCC3)c2)cn1
  1% | -1% | -7% | 11% | 0% | -2% | -2% | -4% | ?
CC(NS(=O)(=O)c1ccc([N+](=O)[O-])cc1)C(c1cccs1)N1CCOCC1 (stereo not given)
  -3% | / | -28% | 25% | -3% | -1% | 0%[60.1 µM] | 2% | -28%
O=C(NCC1CCCO1)c1cnc(Cl)c(Cl)c1 (stereo not given)
  34% | -7% | -4% | 16% | 28% | -2% | 2% | -18% | 7%
CCN(C(=O)c1cc2cc3ccc(OC)cc3nc2o1)c1cccc(C)c1
  / | / | -35% | -9% | 20% | -5% | -9% | -11% | -44%[59 µM]
COCCNC(=O)[C@H]1N2C(=O)c3ccccc3C2SC1(C)C (stereo not given in full)
  3% | 8% | -5% | 4% | 2% | 1% | 8% | -7% | 0%
CNC(=O)c1ccc(Nc2nnc(-c3ccc(C)c(S(=O)(=O)N(C)C)c3)c3ccccc23)cc1
  / | 3% | -16% | 3% | -1% | -10% | -14% | -9% | 10%[59 µM]
Cc1ccc(C(=O)OCC(=O)c2ccc(Cl)s2)s1
  ? | 61%[activator] | 38%[activator] | ? | ? | -7% | -6% | ? | 2%[12.7 µM]
CN(CCN1CCOCC1)C(=O)CC1C(=O)NCCN1Cc1ccccc1F (stereo not given)
  2% | -3% | -4% | 28% | 47% | -3% | -8% | -6% | /

As a working copy, some entries already given.
Sequence of screens – APE1 inh | BAZ2B block | JMJD2A Tudor | Pol iota inh | Pol beta inh | BLM helicase inh | Pol kappa inh | Pol eta inh | G9a block
Cc1ccc(Cl)cc1N1CCN(Cc2nc3ccsc3c(=O)[nH]2)CC1
  -2% | -37% | -25%[11.4 µM] | 17% | 1% | -3% | -7% | -21% | 2.8µM*
CCc1ccccc1NC(=O)CSc1nnc(CC)c(CC)n1
  / | 3% | 8% | 8% | -18% | -1% | -7% | -8% | -2%[59 µM]
Cc1c(NC(=S)Nc2ccccc2C(F)(F)F)cccc1[N+](=O)[O-]
  -2% | -2% | -7% | 118%[activator] | 2%[57.1 µM] | -4% | -9% | -4% | ?
CN1CCN(S(=O)(=O)c2ccc(NC(=O)c3cccc(F)c3)cc2)CC1
  3% | 9% | 3% | 42%[activator] | 1% | -1% | -14% | ? | /
COc1ccc(/C=C2/SC(=S)NC2=O)cc1OCc1ccccc1
  -3% | -22% | -29% | 40%[activator] | 14% | -1% | -9% | ? | 9%
Cc1ccccc1C(=O)N1CCC(C(=O)N2CCCc3ccccc32)CC1
  -14% | 5% | -14% | 12% | / | / | 3% | -21% | 41%[12.7 µM]
O=C(/C=C/c1ccc(O)c(O)c1)c1ccccc1O
  -9% | 40µM* | 3.5µM* | ? | 0% | -6% | -14% | ? | 13µM*
COc1ccc(NC(=O)c2cccc(S(=O)(=O)N3CCOCC3)c2)cn1
  1% | -1% | -7% | 11% | 0% | -2% | -2% | -4% | ?

Next results follow:
Labels used below: A = APE1 inh; B = BAZ2B block; C = JMJD2A Tudor; D = Pol iota inh; E = Pol beta inh; F = BLM helicase inh; G = Pol kappa inh; H = Pol eta inh; I = G9a block
> NCCNC(=O)Cc1ccc(NC(=O)Cc2ccc(Nc3ncnc4c3ncn4[C@@H]3O[C@H](CO)[C@@H](O)[C@H]3O)cc2)cc1
  A = -11%&17% | B = 9% | C = -17% | D = ? | E = / | F = / | G = -10% | H = -15% | I = 40%[59 µM]
> Cc1ccc(CN(C(=O)c2ccccc2[N+](=O)[O-])c2ccccn2)cc1
  A = / | B = -24% | C = -13% | D = 9% | E = -4% | F = 0% | G = -7% | H = -1% | I = -8%[59 µM]
> Cc1cccc(NC(=O)c2ccccc2[N+](=O)[O-])n1
  A = -7% | B = 5% | C = 4% | D = 23% | E = 5% | F = 0% | G = -3% | H = -9% | I = -6%[59 µM]
> O=C(NCc1ccccc1)N1CCC(c2nc3ccccc3[nH]2)CC1
  A = 21% | B = 0% | C = -3% | D = 35%[activator] | E = 18% | F = -1% | G = -2% | H = -16% | I = -14%
> COc1cc2c(cc1NC(=O)COC(=O)CNS(=O)(=O)c1ccc(C)cc1)oc1ccccc12
  A = ? | B = 8% | C = -8% | D = -2% | E = -2% | F = -11% | G = -17% | H = -13% | I = 40µM*
> COC(c1ccccc1)(c1ccccc1)C(Oc1nccc(C)n1)C(=O)O (stereo not given)
  A = 5% | B = -1% | C = -7% | D = 127%[activator] | E = 16% | F = -3% | G = -11% | H = -11% | I = /
> Cc1ccc(-c2ccc(OCC(=O)N3CCOCC3)cc2)cc1
  A = -2% | B = 7% | C = 2% | D = -2% | E = -7% | F = -15% | G = -12% | H = -4% | I = -7%[12.7 µM]
> CC(CN1CCN(c2ccccc2)CC1)c1ccccc1 (stereo not given)
  A = -5% | B = ? | C = -19% | D = 45µM* | E = 15% | F = 0% | G = -16% | H = -10% | I = ?
> O=C1C(Cl)=C(N2CCN(Cc3ccccc3)CC2)C(=O)N1c1ccccc1
  A = 2% | B = 2% | C = -15% | D = -7% | E = -2% | F = -2% | G = 6% | H = -15% | I = -25%[12.7 µM]
> Cc1csc(NC(=O)c2c(-c3c(F)cccc3Cl)noc2C)n1
  A = 15% | B = -10% | C = -17% | D = -20% | E = / | F = / | G = -17% | H = -10% | I = -5%[59 µM]
> CC(=O)Nc1nc2c(C)cc(NC(=O)C3CCCCC3)cc2s1
  A = 8% | B = -7% | C = 4% | D = 44%[activator] | E = -8% | F = -6% | G = 8% | H = -5% | I = 12%
> CC(=O)c1ccc(NC(=O)COC(=O)c2ccccc2Sc2ccccc2C#N)cc1
  A = 2% | B = -4% | C = -7% | D = 35%[activator] | E = 0% | F = 5% | G = -7%[60.1 µM] | H = -20% | I = -12%
> CCOC(=O)COn1c(=O)c(-c2ccccc2)[n+]([O-])c2ccccc21
  A = 11% | B = -13% | C = -10% | D = 54%[activator] | E = 14% | F = -2% | G = -5% | H = -18% | I = 2%
> CC1CCN(C(=O)COC(=O)c2n[nH]c(=O)c3ccccc23)CC1
  A = 50% | B = -5% | C = -6% | D = -1% | E = / | F = / | G = -7% | H = -12% | I = 3%[59 µM]
> COc1cc2c(cc1OC)CN(C(C)C(=O)Nc1cccc(S(=O)(=O)N3CCOCC3)c1)CC2 (stereo not given)
  A = 21% | B = -9% | C = -21% | D = 30% | E = / | F = / | G = -7% | H = -19% | I = ?
> Cc1cc(C)c(OCCCNCc2ccccc2)c(Br)c1
  A = -9% | B = 50µM* | C = 25µM* | D = 33%[activator] | E = ? | F = 1% | G = 7% | H = -15% | I = 13µM*
